Tb PGK inh: blocks T. brucei phosphoglycerate kinase; PGK/GAPDH coupled, Kinase-Glo luminescence, 60 min; Potency, µM (highest dose often 57.5 µM), without a hit: at the highest dose activity change, negative = inhibition, usual class: inhibitors; 380,000 compounds, 0.043% hits; also: potency is read from the fitted curve at half-maximal effect; % is scaled to controls: 0 for no effect and ±100 for the full control effect; nearly all actives have a fitted effect of over 60% in size
Target sequence (P07378 whole entry, looked up): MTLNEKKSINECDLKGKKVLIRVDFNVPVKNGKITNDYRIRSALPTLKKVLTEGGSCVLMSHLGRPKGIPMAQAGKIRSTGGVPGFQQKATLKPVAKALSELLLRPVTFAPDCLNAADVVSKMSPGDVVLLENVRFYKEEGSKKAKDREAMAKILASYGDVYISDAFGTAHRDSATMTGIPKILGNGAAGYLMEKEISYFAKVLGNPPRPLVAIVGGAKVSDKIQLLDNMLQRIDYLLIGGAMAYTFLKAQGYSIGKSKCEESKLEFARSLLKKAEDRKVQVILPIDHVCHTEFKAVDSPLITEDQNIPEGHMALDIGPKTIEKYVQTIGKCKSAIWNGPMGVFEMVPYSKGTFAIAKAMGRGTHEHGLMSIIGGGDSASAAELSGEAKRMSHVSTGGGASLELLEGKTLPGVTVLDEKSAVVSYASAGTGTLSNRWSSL
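Luminescent ATP detection (Kinase-Glo Plus) follows a 60-minute room-temperature incubation, with wells lacking PGK as controls. Buffer: 100 mM TEA (pH 7.6), 5 mM MgCl2, 0.01% Tween-20. Coupling enzyme GAPDH (100 nM final) supplies unstable 1,3-BPG in-well.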
JMJD2A Tudor inh: inhibitors of human JMJD2A Tudor domain. 390,000 compounds, 4.4% hits. AlphaScreen JMJD2A-Tudor / H3K4me3 peptide binding. AID 504339. Potency, µM (titrated, usually from 114 µM), without a hit: at the top dose activity change, negative = inhibition, actives largely listed as inhibitors; also: potency is read from the fitted curve at half-maximal effect; % is scaled to controls: 0 for no effect and ±100 for the full control effect; nearly all actives have a fitted effect of over 50% in size
BAZ2B block: blocks human BAZ2B | Q9UIF8 | AlphaScreen BAZ2B-H3K14Ac peptide displacement | Potency, µM (top dose mostly 114 µM), inactives show at the top dose activity change, negative = inhibition, usual class: inhibitors | 360,000 compounds, 4.4% hits; also: potency is read from the fitted curve at half-maximal effect; % is scaled to controls: 0 for no effect and ±100 for the full control effect; nearly all actives have a fitted effect of over 60% in size
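Complex of BAZ2B and biotin-H3K14Ac (50 nM apiece) forms over 30 min at RT, then faces library compounds up to 110 uM for another 30 min; AlphaScreen beads added, 20 min dark incubation, luminescence read.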
HP1b binding inh: inhibitors of HP1-beta chromodomain binding to methylated histone tails; P83916; AID 540317; Potency, µM (highest dose often 114 µM), for inactives: at the top dose activity change, negative = inhibition, usual class: inhibitors; 390,000 compounds, 0.56% hits; AlphaScreen HP1-beta / biotin-H3K9me3 peptide binding; also: potency is read from the fitted curve at half-maximal effect; nearly all actives have a fitted effect of over 70% in size; inactives centre near 23
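HP1-beta protein (50 nM final) preincubated 30 min at room temperature with biotinylated H3(1-18)K9me3 peptide (50 nM) in PBS pH 7.4, 0.01% Tween-20, then compound added for 30 min. AlphaScreen streptavidin donor/nickel chelate acceptor beads (10 ug/mL final), 30 min dark, luminescence read.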
Pin1 inhibitor: inhibitors of human Pin1; Q13526; Pin1 FP peptide displacement, HiFluor488, 10 min; Potency, µM (top dose mostly 115 µM), inactives show top-dose activity, negative = inhibition, usual class: inhibitors; 390,000 compounds, 0.009% hits; active = well fitted inhibition curve with a large enough effect in the polarisation, with a control signal flat, not every such curve was filed as active; inconclusive = small, poorly fitted or top-dose-only effect, or effect the other way, or a change in a side signal; inactive = no such curve, though single readings can be large or run the other way; the % refers to the polarisation; also: potency is read from the fitted curve at half-maximal effect; % is scaled to controls: 0 for no effect and ±100 for the full control effect
Target sequence (Q13526 whole entry, looked up): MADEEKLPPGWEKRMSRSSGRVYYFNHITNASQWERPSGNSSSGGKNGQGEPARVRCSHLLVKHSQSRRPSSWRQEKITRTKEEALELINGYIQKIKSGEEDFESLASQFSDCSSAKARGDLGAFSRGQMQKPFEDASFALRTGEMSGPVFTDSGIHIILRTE
ERG-DNA inh: ERG Ets/DNA interaction inhibition; P11308; fluorescence polarization, His-ERG Ets domain / labelled DNA; Potency, µM (series often up to 76.9 µM), inactives show at the highest dose FP activity, negative = inhibition, usual class: inhibitors; 370,000 compounds, 0.028% hits; AID 624246; active = well fitted inhibition curve with a large enough effect in the polarisation, with a control signal flat; inconclusive = small, poorly fitted or top-dose-only effect, or effect the other way, or a change in a side signal; inactive = no such curve, though single readings can be large or run the other way; the % refers to the polarisation;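 also: polarization taken with two DNA probes labelled with fluorescein and Texas red; potency is read from the fitted curve at half-maximal effect; % of control where 0% means no effect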
Target sequence (P11308 whole entry, looked up, the tested form may be a part): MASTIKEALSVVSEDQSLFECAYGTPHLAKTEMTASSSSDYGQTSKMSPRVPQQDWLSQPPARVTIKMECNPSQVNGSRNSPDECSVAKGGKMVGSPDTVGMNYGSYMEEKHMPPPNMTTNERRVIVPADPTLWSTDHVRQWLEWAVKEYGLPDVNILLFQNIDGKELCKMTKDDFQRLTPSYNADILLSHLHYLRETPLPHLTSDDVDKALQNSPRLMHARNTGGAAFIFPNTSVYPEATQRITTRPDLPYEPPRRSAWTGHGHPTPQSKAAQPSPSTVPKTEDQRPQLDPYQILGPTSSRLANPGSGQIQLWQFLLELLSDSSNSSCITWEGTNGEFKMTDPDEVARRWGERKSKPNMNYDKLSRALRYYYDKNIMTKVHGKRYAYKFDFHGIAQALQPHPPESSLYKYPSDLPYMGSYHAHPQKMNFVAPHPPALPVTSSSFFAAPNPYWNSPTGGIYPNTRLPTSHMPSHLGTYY
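His-tagged ERG Ets domain (1 uM in the protein solution; 300mM KCl, 50mM Tris-HCl, 1mM EDTA, 1mM DTT, pH 7.5) received compound, then a probe mix of 5 nM fluorescein-DNA and 100nM Texas-615-DNA. Fluorescence polarization was read for both dyes.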
GLS inhibitor: inhibitors of human glutaminase (GLS). O94925. GLS enzymatic activity, qHTS titration. Potency, µM (titrated, usually from 45.5 µM), for the others: top-dose activity change, negative = inhibition, usual class: inhibitors. AID 624170. 410,000 compounds, 0.21% hits; also: potency is read from the fitted curve at half-maximal effect; % is scaled to controls: 0 for no effect and ±100 for the full control effect
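hKGA; 45 mM KH2PO4 pH 8.2 + 0.02% Tween-20; cpd via pin tool; 1 mM Gln soln; GluOx/HRP/Amplex Red; RT 30 min; fluor. t0 & final.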
G9a inh: blocks human histone lysine methyltransferase G9a; Potency, µM (highest dose often 102 µM), for inactives: top-dose activity, negative = inhibition, usual class: inhibitors; 350,000 compounds, 8.8% hits; G9a H3K9 monomethylation, AlphaScreen, 2 h; also: potency is read from the fitted curve at half-maximal effect; % is scaled to controls: 0 for no effect and ±100 for the full control effect; nearly all actives have a fitted effect of over 75% in size
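Methyltransferase reactions run at room temperature for 2 h (20 nM enzyme, 500 nM biotin-H3K9 peptide, 20 uM SAM) after a 15 min compound preincubation; product detected by AlphaScreen beads and anti-H3K9me1 antibody.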
PI4K2A block: inhibitors of human PI4K2A; purified PI4K2A, ADP-Glo luminescence, 1 h; stronger effect = lower value; activity change, negative = inhibition, % at 76.9 µM; 420,000 compounds, 0.13% hits; AID 1346378; in the data active = activity change below about -50%; inconclusive = mostly about -30% to -49%;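 also: -100% = wells without enzyme as full effect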
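ADP-Glo luminescence measured ADP generated by PI4K2A enzyme (4 ug/mL before mixing) with 1.2 mM PI substrate (pre-mix) and 300 microM ATP (pre-mix). Tris pH7.5 buffer with MgCl2, Triton X-100; 1 h reaction at ambient temperature.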
* = called active by the depositor; i = inactive; ? = inconclusive; nt = no result given; & = joins results of further samples; [ ] = another dose, or the depositor's remark. Unless noted, calls follow the shape of the dose curve; as a rule, active = well fitted curve in the direction sought with a large enough effect; inconclusive = small, poorly fitted or top-dose-only effect, or another doubt; inactive = no such curve, though single readings can be large; an effect the other way counts as inactive or inconclusive.

SMILES	Tb PGK inh	JMJD2A Tudor inh	BAZ2B block	HP1b binding inh	Pin1 inhibitor	ERG-DNA inh	GLS inhibitor	G9a inh	PI4K2A block
Cc1ccc(CNC(=O)CCCC(=O)c2ccccc2)cc1	7%	-5%	7%	23%	4%	-5%	10%	9%	-2
Cc1ccc(CC2(O)CC(C)N(C)CC2C)c(C)c1 (centres undefined)	-2%	-8%	-7%	14%	1%	0%	3%	-29%	8
O=[N+]([O-])c1ccc2c(c1)C(O)n1nc(-c3ccccc3)nc1S2 (centres undefined)	-3%	-8%	3%	30%	-3%	4%	-27%	22%[59 µM]	-3
CCOc1ccc(/C=N/NC(=O)c2c(-c3ccccc3)noc2C)cc1	-5%	-4%	11%	48%[activator]	-8%	-5%	-1%	25%[59 µM]	-5
COc1cccc(C2=NOC(C(=O)Nc3cccc(C(C)=O)c3)C2)c1OC (centres undefined)	1%	-18%	-1%	3%	1%	3%	-2%	?	9
CC(C)CCNC(=O)CSc1nc2ccccc2c(=O)[nH]1	7%	-12%	11%	36%	2%	2%	5%	12%[59 µM]	3
CCCn1c(N2CCN(CC(=O)Nc3ccc4c(c3)OCCO4)CC2)nc2ccccc21	-5%	?	?	27%	5%	-12%	-8%	50µM*	0
COc1ccc(NC(=O)Cn2c(=O)n(CCc3ccccc3)c(=O)c3c4c(sc32)CCCC4)cc1	-8%	-10%	7%	18%	0%	0%	0%	-6%[59 µM]	1
COc1ccc2nc(NC(=O)c3nc(SCc4ccccc4F)ncc3Cl)sc2c1	7%	-5%	-9%	38%	-1%	0%	-6%	1%[59 µM]	2
COc1ccc2nc(NC(=O)C3CCCN(S(=O)(=O)c4cccc5nonc45)C3)sc2c1 (centres undefined)	0%	9%[11.4 µM]	-22%	16%	78%[activator]	-4%	-12%	?	-1
O=C(NCc1ccc2c(c1)OCO2)c1cc2ccccc2oc1=O	-8%	3%	37%[activator]	32%[activator]	-3%	-9%	-8%	-6%[59 µM]	3
Brc1ccc(/C=C/C=N/Nc2nc3ccccc3s2)cc1	-10%	-22%	-21%[57.1 µM]	58%[activator]	0%	10%	-5%	83%[activator]	7
C/C=C/c1ccc(OCCN2C(=O)NC(C)(C)C2=O)c(OC)c1	-9%	4%	-2%	-4%	4%	nt	0%	-4%[59 µM]	1
COc1cc(NC(=O)CCc2c(C)[nH]c(=O)c(C#N)c2C)cc(OC)c1	2%	-4%	0%	28%	12%	4%	-4%	6%	-1
CSCCC(NC(=O)C12CC3CC(CC(C3)C1)C2)C(=O)OCC(=O)c1ccc(C)cc1 (centres undefined)	2%	-9%	-2%	36%	-5%	6%	5%	?	0
COc1ccc(S(=O)(=O)N2CCC3(CC2)OCCN3S(=O)(=O)c2ccc(C)cc2)cc1OC	-3%	-6%	-18%	31%	12%	2%	0%	5%[0.501 µM]	4
CCOC(=O)C1(CC)Oc2ccccc2C(c2ccc(OC)cc2)=C1C(=O)OC (centres undefined)	i	36%	nt	92%[activator]	-5%	-20%	2%	49%[59 µM]	-1
COc1cc(NC(=O)CCn2cnc3ccccc3c2=O)cc(OC)c1	-3%	-20%	-5%	16%[57 µM]	-1%	5%	-17%	7%[59 µM]	-2
CNC(=S)Nc1cc(C(=O)N2CCCC2)ccc1N1CCCC1	-7%	-11%	-15%	44%[activator]	0%	-1%	32%[activator]	9%	-2
COC(=O)[C@]1(CC(C)C)N[C@H](c2ccc(SC3CCCCC3)c(OC)c2)[C@@H]2C(=O)N(C)C(=O)[C@@H]21	10%	-20%	-3%	31%	?	12%	-2%	23%[2.33 µM]	-1
O=C(COc1ncnc2ccccc12)NCCc1ccc(F)cc1	-2%	-35%	-2%	0%	-5%	3%	5%	3%	1
NNC(=O)c1[nH]c(-c2ccccc2)cc1-c1ccccc1	i	?	-17%	10%	-3%	4%	7%	nt	-3
COc1ccc(CC(=O)OC(C)CN2CCOCC2)cc1 (centres undefined)	i	2%	-11%	43%[activator]	0%	-5%	-4%	?	-16
CCCCn1c(=N)c(S(=O)(=O)c2ccc(Cl)cc2)cc2c(=O)n3cccc(C)c3nc21	7%	16%	8%	58%[activator]	?	-1%	-4%	-5%[59 µM]	5
C=CCN1c2ccccc2C(=O)C(C)S1(=O)=O (centres undefined)	1%	-4%	nt	57%[activator]	?	-1%	10%	nt	0
CC(Sc1nnc(C2CC2)n1C1CC1)C(=O)NCc1cccs1 (centres undefined)	6%	-24%	7%	14%	-4%	-2%	9%	-2%	-1
CSCCC1NC(=O)N(CC(=O)Nc2c(C(C)C)cccc2C(C)C)C1=O (centres undefined)	0%	-14%	nt	26%	-3%	15%	-7%	25%	1
C=CCn1c(=S)[nH]c2nc3c(cc2c1=O)CCCC3	-8%[11.5 µM]	-14%	3%	13%	1%	nt	6%	10%[12.7 µM]	-4
CC(C)N(C(=O)CSc1nc2ccccc2n1Cc1ccccc1)C(C)C	-4%	5%	7%	44%[activator]	-3%	-1%	-3%	-3%[59 µM]	-1
Cc1ccc2c(c1)N(CC(=O)NC(C)CCc1ccccc1)C(=O)c1cccnc1O2 (centres undefined)	1%	-22%	-6%	41%[activator]	-5%	11%	-3%	nt	5
CC1(C)Cc2nc(N)c(C(=O)NCCO)cc2CO1	-3%	-1%	9%	4%	0%	-5%	2%	-26%[12.7 µM]	-18
c1coc(-c2nc(-c3ccncc3)no2)c1	-16%	-12%	11%	8%	-1%	2%	15%	10%[12.7 µM]	-18
CC(C)CCOCC(=O)Oc1ccccc1C(=O)O	-9%	-9%	9%	44%[activator]	-9%	10%	-6%	?	0
Cc1ccc(-n2c(C(C)n3nc(C)c([N+](=O)[O-])c3C)n[nH]c2=S)cc1 (centres undefined)	i	13µM*	10%	-79%	4%	-13%	-12%	4µM*	-2
CCc1cccc(-n2c(=O)c3cccnc3n2CC(=O)NCc2ccccc2Cl)c1	-7%	-3%	0%	17%	0%	4%	2%	-5%[59 µM]	-3
Cc1ccc(N(CC(=O)NCC2CCCO2)S(C)(=O)=O)cc1Cl (centres undefined)	nt	-10%	-2%	11%	3%	nt	15%	-24%[12.7 µM]	-1
C=C1CCN(C(C)C(=O)O)S(=O)(=O)c2ccccc21 (centres undefined)	-1%	-19%&-9%	1%	30%&14%	-3%&2%	-4%	2%	-12%[59 µM]	-2
CCC(C)c1ccc(NC(=O)c2ccco2)cc1 (centres undefined)	2%	-4%	-6%	26%	-6%	2%	-2%	?	-7
COc1cc(C(C)=O)ccc1OCC(=O)N(CCC1=CCCCC1)c1c(N)n(Cc2ccccc2)c(=O)[nH]c1=O	2%	-16%	10%	28%	44%[activator]	-5%	0%	-12%[2.33 µM]	1
Cc1ccc(S(=O)(=O)N2CCCC2C(=O)n2nc(C)cc2C)cc1 (centres undefined)	3%	-3%	4%	21%	3%	7%	6%	16%[59 µM]	0
N#Cc1cc([N+](=O)[O-])ccc1Oc1cccc(/C=N/NC(=O)c2cccc(Cl)c2)c1	-7%	-6%	-22%	32%	0%	0%	1%	21%[12.7 µM]	13
Cc1cc(Br)c(NC(=O)COC(=O)C2CC2C)c(Br)c1 (centres undefined)	-4%	-9%	-4%	21%	-2%	-9%	5%	-33%[59 µM]	1
O=C(COC(=O)c1ccc2ccccc2n1)c1ccc(F)cc1	i	-12%	-2%	34%	-1%	3%	-6%	nt	2
CCC(SC1=NCCS1)C(=O)Nc1ccc(S(N)(=O)=O)cc1 (centres undefined)	0%	-16%	-18%	31%	2%	-9%	7%	22%[59 µM]	5
Nc1cccc(Oc2ccc3c(c2)C(=O)NC3=O)c1	i	-17%	10%	27%	-2%	4%	-18%	-5%[0.501 µM]	5
O=C(CSc1nnc(-c2ccc(Cl)cc2)n1-c1ccc(Cl)cc1)N/N=C/c1ccco1	-8%	-9%	-4%	16%	0%	-11%	-10%	-3%	3
Cn1nc(C(C)(C)C)cc1NC(=O)Nc1ccc(F)cc1F	-9%	?	-3%	-13%	-6%	38%[activator]	3%	nt	-2
NNC(=O)CNc1cccc(Cl)c1	-2%	-14%	2%	32%	3%	1%	19%	12%	9
C=CCN1C(=O)C(Cc2ccc(OCC)cc2)S/C1=N\N=C\c1cccs1 (centres undefined)	-7%	-2%	6%	67%[activator]	-5%	-13%	-12%	4%	3
COc1ccc(C2=Nn3c(nc4sc(C(=O)Nc5cccc(C)c5)c(C)c4c3=O)SC2)cc1	i	-8%	8%	85%[activator]	0%	7%	-3%	-9%[59 µM]	8
CCOC(=O)Cc1csc(NC(=O)NC2(C(F)(F)F)Oc3ccccc3O2)n1	-10%	-6%	?	13%	8%	-17%	?	8.9µM*	1
CCCc1cc(C(N)=O)c(NC(=O)c2ccco2)s1	-1%	-23%	1%	-15%	2%	-8%	8%	?	-3
CCC(=O)Nc1ccc(C(=O)Cn2ncc(Cl)c(Cl)c2=O)cc1	-8%	-16%	-8%	41%[activator]	?	2%	-4%	nt	-15
Cc1ccc(C(=O)Nc2ccc(C(=O)N3CCCCC3)cc2)cc1	nt	-11%	-16%	37%	-3%	-4%	1%	-1%	-5
O=C(Nc1ccc2oc(-c3ccccc3F)nc2c1)c1ccccc1F	i	-11%	7%	26%	-3%	0%	-12%	35%	-6
